Bioassay records (PubChem)
PME-1 primary – PME-1 inhibitors via competitive probe labeling, primary screen, biochemical, fluorescence polarization, FP-Rh probe, HTS | inhibition, % at 5.9 µM | Protein phosphatase methylesterase 1 (Homo sapiens), Q9Y570 | recombinant PME-1 | 320,000 compounds, 0.53% hits;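 active = inhibition above the campaign mean of all compounds plus 3 SD, cut at about 26% in these data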;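 note: competitive labeling of PME-1 active site by serine hydrolase directed probe; 0% = PME-1 with DMSO and 100% = wells lacking PME-1 enzyme; inhibitors block probe labeling so polarization falls and inhibition rises; many of its hits are not listed in these tables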
Target sequence (Q9Y570 whole entry, looked up): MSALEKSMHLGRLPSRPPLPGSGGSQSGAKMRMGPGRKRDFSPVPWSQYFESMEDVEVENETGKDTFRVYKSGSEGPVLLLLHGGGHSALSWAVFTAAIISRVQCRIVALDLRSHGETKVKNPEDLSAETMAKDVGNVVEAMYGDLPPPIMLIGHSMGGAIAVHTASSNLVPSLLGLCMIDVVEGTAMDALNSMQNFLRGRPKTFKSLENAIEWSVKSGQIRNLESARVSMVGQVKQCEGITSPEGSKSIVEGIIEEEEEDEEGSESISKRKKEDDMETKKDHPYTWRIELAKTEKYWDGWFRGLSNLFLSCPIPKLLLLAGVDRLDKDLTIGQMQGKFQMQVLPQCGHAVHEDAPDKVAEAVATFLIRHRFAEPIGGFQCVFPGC
Fam108B inh – mouse Fam108B serine hydrolase inhibitors, primary screen, counter-screen for RBBP9 inhibitor project, biochemical, fluorescence polarization. recombinant Fam108B, FP-Rh probe fluorescence polarization. inhibition, % at 9.51 µM. 300,000 compounds, 0.33% hits;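 active = inhibition above the screen mean inhibition plus 3 SD, computed separately per campaign, cut at about 18% in these data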;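 note: inhibitors lower polarization as less probe binds the enzyme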
PAD4 inh – human PAD4 inhibitors, primary screen, biochemical, fluorescence polarization, 1536-well format | inhibition, % at 6.36 µM | 330,000 compounds, 0.41% hits | Protein-arginine deiminase type-4 (Homo sapiens), Q9UM07 | recombinant PAD4, RCA probe fluorescence polarization | AID 485272, 2010;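 active = percent inhibition above a cutoff equal to the mean of all tested compounds plus 3 SD, cut at about 15% in these data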;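 note: 0% = PAD4 with RCA probe and DMSO and 100% = probe without PAD4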
MEX-5 binding – MEX-5 zinc finger RNA-binding disruptors – biochemical, C. elegans, fluorescence polarization, MLPCN library, primary screen; 300,000 compounds, 0.38% hits; Zinc finger protein mex-5 (Caenorhabditis elegans), Q9XUB2; MEX-5/FITC-TCR2 RNA binding; hits give low values; activity score (negative = inhibition of binding), % at 10 µM;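 active = inhibition past about -25% in most replicates, and total fluorescence under double the plate's negative control median, limit read from the data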;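 note: 0% = DMSO and -100% = 5 µM competing unlabeled TCR2 RNA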
Bcl-xL primary – inhibitors of human Bcl-xL, primary screen, biochemical, fluorescence polarization, HTS. GST-Bcl-xL / FITC-Bim BH3 peptide fluorescence polarization. inhibition, % at 10.9 µM. 320,000 compounds, 0.7% hits;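 active = inhibition above the mean of all tested compounds plus 3 SD, cutoff set per campaign, cut at about 30% in these data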;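 note: 0% = DMSO wells and 100% = unlabeled Bim-BH3 peptide competitor; inhibitors lower millipolarization by displacing the labeled peptide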
Target sequence (Q07817 whole entry, looked up): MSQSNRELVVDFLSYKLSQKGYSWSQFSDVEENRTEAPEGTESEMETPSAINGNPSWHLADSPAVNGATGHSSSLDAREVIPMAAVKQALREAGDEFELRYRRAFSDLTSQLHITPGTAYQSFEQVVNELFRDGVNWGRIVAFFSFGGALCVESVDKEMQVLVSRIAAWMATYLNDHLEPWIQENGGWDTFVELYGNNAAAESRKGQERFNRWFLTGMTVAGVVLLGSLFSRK
GSTO1 inh – inhibitors of recombinant GSTO1, primary screen, counter-screen for RBBP9 inhibitor project, biochemical, fluorescence polarization; Glutathione S-transferase omega-1 (Homo sapiens), P78417; activity-based probe fluorescence polarization; inhibition, % at 5.96 µM; 300,000 compounds, 1.1% hits;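 active = inhibition above the campaign mean inhibition plus 3 SD, cut at about 35% in these data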;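 note: 0% = GSTO1-1 with DMSO and 100% = wells lacking GSTO1-1 enzyme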
TPT1 inh – Candida albicans TPT1 enzyme inhibitors, primary screen, biochemical, fluorescence polarization; tRNA 2'-phosphotransferase TPT1 (Candida albicans SC5314); recombinant caTPT1, FP RNA substrate dephosphorylation; inhibition, % at 5 µM; 300,000 compounds, 0.81% hits; AID 1962, 2009;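 active = inhibition above the mean of all tested compounds plus 3 SD, set per screening campaign, cut at about 24% in these data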;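 note: plate controls were DMSO alone for no effect and ferristatin control at 100 nM for full effect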
GLD-1 TGE inh – GLD-1/TGE RNA complex disruptors, primary screen, biochemical, fluorescence polarization; inhibition, % at 5.96 µM; Female germline-specific tumor suppressor gld-1 (Caenorhabditis elegans), Q17339; purified GLD-1 + fluorescein TGE RNA; 320,000 compounds, 0.44% hits; AID 2280, 2010;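 active = percent inhibition above a per-plate cutoff, the plate mean of test compounds plus 3 SD, cut at about 30% in these data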;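 note: 0% = DMSO wells with GLD-1 and probe and 100% = wells lacking GLD-1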
Target sequence (Q17339 whole entry, looked up): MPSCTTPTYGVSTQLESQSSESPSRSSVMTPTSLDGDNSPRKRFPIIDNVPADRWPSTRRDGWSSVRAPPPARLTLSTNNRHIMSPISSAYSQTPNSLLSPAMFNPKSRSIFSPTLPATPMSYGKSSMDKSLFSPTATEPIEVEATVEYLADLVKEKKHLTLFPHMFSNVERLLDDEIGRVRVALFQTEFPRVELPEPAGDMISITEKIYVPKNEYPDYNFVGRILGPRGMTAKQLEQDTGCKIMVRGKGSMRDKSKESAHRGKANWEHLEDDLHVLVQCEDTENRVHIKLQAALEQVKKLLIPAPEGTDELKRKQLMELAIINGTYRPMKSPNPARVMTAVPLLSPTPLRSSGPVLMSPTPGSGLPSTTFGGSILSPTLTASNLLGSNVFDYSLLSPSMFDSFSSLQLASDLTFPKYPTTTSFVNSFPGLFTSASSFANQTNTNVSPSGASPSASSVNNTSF
MCL1 BIM primary – inhibitors of MCL1 binding to BIM-BH3, primary screen, biochemical, fluorescence polarization; Induced myeloid leukemia cell differentiation protein Mcl-1 (Homo sapiens), Q07820; GST-MCL1 / FITC-Bim-BH3 fluorescence polarization; inhibition, % at 10.9 µM; 320,000 compounds, 0.68% hits;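 active = inhibition above the mean inhibition of all tested compounds plus 3 SD, set per campaign, cut at about 40% in these data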;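 note: 0% = DMSO wells and 100% = unlabeled Bim-BH3 peptide control; higher means more loss of mP so more displacement of Bim peptide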
Active calls of the source: *; nt = no result given.

SMILES	PME-1 primary	Fam108B inh	PAD4 inh	MEX-5 binding	Bcl-xL primary	GSTO1 inh	TPT1 inh	GLD-1 TGE inh	MCL1 BIM primary
Cc1cc(Cl)c(S(=O)(=O)Nc2ccon2)cc1OCC(=O)NC1CCCCC1	-10	1	-1	0.2	-1	3	3	-6	-4
N#Cc1ccccc1NC(=O)CNc1ccccc1N1CCCCC1	-5	3	-4	-0.9	0	0	0	13	-3
COc1cc2ncnc(NCc3ccc4c(c3)OCO4)c2cc1OC	-3	1	-1	-0.6	3	-5	1	-1	-1
COC(=O)c1cccc(NC(=O)CC2NCCNC2=O)c1 (stereo not drawn)	0	2	1	-0.6	5	-4	-1	-6	1
CCCS(=O)(=O)c1nc(S(=O)(=O)c2ccc(C)cc2)c(N2CCCC2)s1	11	0	2	3.1	2	3	-1	3	12
Cc1cc(NC(=O)COC(=O)C2CC(=O)N(c3ccc(Br)cc3)C2)no1 (stereo not drawn)	-5	-1	1	0.1	0	1	1	-13	-3
CCCc1cc(=O)n2[nH]c(C(F)(F)F)nc2n1	2	-2	-8	-1.5	3	-5	-1	-7	1
O=C(Nc1ccc2c(c1)C(=O)OC2)c1ccc(F)cc1F	-1	0	6	0.1	0	-5	2	-1	2
CCN(C(=O)CSc1nnc(-c2c[nH]c3ccccc23)n1C1CC1)C1CCS(=O)(=O)C1 (stereo not drawn)	2	nt	0	nt	-4	nt	nt	5	-2
CCOC(=O)c1c(C)n(OCc2ccccc2)c2ccc3nonc3c12	-3	0	4	1.6	-1	0	-3	0	-2
COc1ccc(N2CCN(CCCNC(=O)C3CCCN(S(=O)(=O)c4cnc[nH]4)C3)CC2)cc1 (stereo not drawn)	-4	0	2	-1.0	5	5	-2	4	8
COc1ccc(OC)c(NC(=S)NCCN2CCOCC2)c1	-1	-3	0	-2.0	4	2	2	6	8
COc1ccc(Cl)cc1NC(=O)CN(C)C(=O)c1cccc(-n2cnnn2)c1	0	nt	3	nt	0	nt	nt	2	-5
Cc1cc(=O)oc2cc(OCC(=O)N3CCCc4ccccc43)ccc12	2	1	-4	0.4	-4	2	2	2	-5
CC1(C(=O)NCc2cc(F)cc(C(F)(F)F)c2)C=CC2(CCCCC2)N1C(=O)c1ccccc1 (stereo not drawn)	-11	2	0	nt	2	6	-4	-1	-2
N#Cc1c(NC(=O)c2ccco2)sc2c1CCC2	2	6	-1	-0.9	21	36*	2	6	56*
Cc1cc(C)c(S(=O)(=O)N2CCOC2CNC(=O)C(=O)NCc2ccccn2)c(C)c1 (stereo not drawn)	5	0	-5	0.2	5	-2	-1	-1	-2
Cn1c(=O)c2c(-c3ccccc3)n(-n3cnnc3)cc2n(C)c1=O	-5	0	-2	-2.9	4	7	-3	3	7
CC(Cc1n[nH]c(=S)n1N)c1ccccc1 (stereo not drawn)	-2	-2	3	0.5	-4	5	-4	-1	3
Cc1c(NC(=O)c2ccc(-c3ccccc3)cc2)cccc1C(=O)O	2	2	4	0.4	4	-3	-4	-4	1
CN(C)CCN1C(=O)c2oc3ccccc3c(=O)c2C1c1cccc(Br)c1 (stereo not drawn)	-1	0	3	1.4	6	14	0	-2	2
CCCc1cnc(N2CCN(S(=O)(=O)c3cccs3)CC2)nc1	4	-2	-4	1.2	1	-3	0	2	8
CCOC(=O)c1cnc2nc(N3CCOCC3)nn2c1N	-1	4	2	-2.0	1	-2	0	-5	2
CC1CC2(CCCCC2)Nc2c1ccc1ccccc21 (stereo not drawn)	13	6	-8	-0.6	5	-1	0	8	4
Nc1nonc1C(=Nc1ccc(Br)cc1)NO	2	-5	0	1.5	4	-8	-1	11	7
O=C(NNC(=S)Nc1ccc(Cl)cc1)c1ccccc1	1	-1	-1	-2.4	6	0	3	-6	7
CCOC(=O)C(Cc1ccccc1)NC(=O)CCc1c(C)nc2ncnn2c1C (stereo not drawn)	0	0	9	-3.1	2	4	1	7	6
S=C(c1ccc(-c2ccccc2Cl)o1)N1CCCCC1	-2	-5	-2	0.2	2	6	3	7	7
Cc1cc(C)c2[nH]c(=O)c(CN(Cc3ccco3)C(=S)NCC3CCCO3)cc2c1 (stereo not drawn)	4	-2	-1	-2.0	5	1	-2	3	6
COC(=O)c1ccccc1NC(=O)N1CCCC1	3	-2	-4	nt	3	9	-2	-1	7
CCc1cc(=O)oc2c3c(cc(OCC(=O)NCc4ccncc4)c12)OC(C)(C)CC3	-1	1	-3	0.6	4	-2	0	-1	4
Cc1ccc(C)c(NC(=O)CCc2nnc3ccc(N4CCCCC4)nn23)c1	4	-3	6	-0.4	6	4	-3	3	0
COCCCN1C(=O)C(O)=C(C(=O)c2ccco2)C1c1ccccc1 (stereo not drawn)	-1	1	-10	2.7	2	-6	1	4	-4
N#Cc1ccccc1CSc1nc(O)cc(=O)[nH]1	2	1	4	1.5	1	3	-3	-1	1
O=C(NC1CCCc2ccccc21)c1ccc(CNc2c(N3CCOCC3)c(=O)c2=O)cc1 (stereo not drawn)	-1	-1	3	0.1	3	-1	-1	3	3
COC(=O)c1ccc(OCCOCCOc2cccc3ccc(C)nc23)cc1	3	-5	-5	-1.2	2	1	3	1	-6
Cc1nn(Cc2ccccc2Cl)c(C)c1NC(=O)c1noc2c1CCCCC2	2	-1	-3	-2.7	4	-9	3	-4	-4
O=C(Cc1cccs1)NCc1cc(Cl)cc(Cl)c1	-2	-4	-5	0.2	1	8	2	1	0
CC(=O)Nn1cc2c(=O)n(C)c(=O)n(C)c2c1	-5	0	-2	-0.6	4	-6	-2	9	6
N/C(=N\OC(=O)c1cccnc1)c1ccccc1Cl	-2	1	-2	1.0	-1	6	-3	-1	-4
CC(NC(=O)C12CC3CC(CC(C3)C1)C2)c1ccc(F)cc1 (stereo not drawn)	3	1	-3	-0.1	-1	1	1	-6	-1
Cn1ccnc1C(=O)c1cccc(Br)c1	-4	4	-3	1.6	-5	2	-2	0	2
O=C(c1ccc(Cl)c(S(=O)(=O)N2CCCC2)c1)N1CCOCC1	-1	0	-5	1.3	1	4	1	0	-6
COC(=O)[C@@H](C)NC(=O)c1ccc2oc(CCc3ccccc3)nc2c1	-2	1	1	-0.9	1	1	0	7	13
CC(C)c1nnc(NC(=O)CC23CC4CC(CC(C4)C2)C3)s1	-4	-1	2	2.5	-6	0	0	-8	-8
CCC1C(c2ccccc2)N(C)C(c2ccccc2)CC1(O)c1ccccc1 (stereo not drawn)	-5	-7	1	0.6	-2	-1	-1	2	0
O=C(CSc1ccc(-c2ccc(Cl)cc2)nn1)NC1CCCC1	0	-4	-2	1.6	1	4	2	7	-8
CCCc1nc(NCCO)c(C#N)c2c1CCCC2	0	3	-2	1.1	2	-5	2	2	0
NNC(=O)CN1C(=O)Nc2ccc(Br)cc2C1c1ccccc1 (stereo not drawn)	-6	-2	0	1.1	-1	3	2	-1	6
Cc1ccc(-c2n[nH]c(=S)c3ccccc23)cc1	-8	0	-2	-0.7	0	11	0	-4	-4

An excerpt from above, limited to GLD-1 TGE inh.
| smiles | GLD-1 TGE inh |
| --- | --- |
| Cc1nn(Cc2ccccc2Cl)c(C)c1NC(=O)c1noc2c1CCCCC2 | -4 |
| O=C(Cc1cccs1)NCc1cc(Cl)cc(Cl)c1 | 1 |

Later entries
SMILES	PME-1 primary	Fam108B inh	PAD4 inh	MEX-5 binding	Bcl-xL primary	GSTO1 inh	TPT1 inh	GLD-1 TGE inh	MCL1 BIM primary
Cc1cc(C(=O)Nc2ccc3nc(C)sc3c2)c2ccccc2n1	-1	2	4	-3.7	-7	5	5	-2	-11
Cc1[nH]c(C)c(S(=O)(=O)Nc2ccccc2Cl)c1C(=O)N1CCCC1	2	1	3	-1.4	-4	-3	1	3	-4
CN(C)c1ccc(N=Cc2nc(-c3ccccc3)oc2O)cc1	1	7	9	-64*	-65	24	-104	-22	-138
Cc1cccc(NC(=O)CSc2ncnc3nc[nH]c23)c1C	-7	-1	-2	-0.2	-9	-5	0	7	-12
CCN1C(=O)[C@H]2[C@@H](c3ccc(Cl)cc3)N3C(=O)CN(CC4CC4)C(=O)[C@@]3(Cc3ccccc3)[C@H]2C1=O	5	3	-3	-1.1	6	2	-2	-2	3
Cc1cc(C(=O)COC(=O)CCc2nc3ccccc3c(=O)[nH]2)c(C)n1CC1CCCO1 (stereo not drawn)	0	-5	1	-0.7	7	-4	0	2	14
CCc1ccc(N2CC(C(=O)OCC(=O)c3c(N)n(CC(C)C)c(=O)n(C)c3=O)CC2=O)cc1 (stereo not drawn)	-5	-5	3	1.2	-5	8	1	4	-23
CCN(CC(=O)NCc1cccnc1)S(=O)(=O)c1ccc(OC)cc1	4	1	4	1.4	1	10	-3	7	0
COC(=S)N/C(=N\S(=O)(=O)c1ccc(Cl)cc1)c1ccccc1	2	0	-1	0.2	7	-10	-1	5	8
CCOC(=O)C(=CNc1ccc2c(c1)nnn2-c1ccc(Cl)cc1)C(=O)OCC	0	-7	-3	-1.4	6	-3	0	2	3
COc1ccc(NC(=O)C/C(C)=N/NC(=O)C2CCCCC2)c([N+](=O)[O-])c1	4	3	0	1.4	2	4	0	3	1
Cc1ccc(S(=O)(=O)c2nc(-c3ccco3)oc2SC(C)C)cc1	5	-2	-5	-4.4	6	-1	4	-5	15
CCOC(=O)c1cc2nc(-c3ccccc3)cc(C)n2n1	3	1	7	1.5	1	0	-3	1	3
Cc1ccc2nc(N3CCN(Cc4nnnn4C4CCCC4)CC3)c(C#N)cc2c1	5	2	3	-0.7	12	3	0	7	9
COc1ccccc1-c1noc(CCCC(=O)N2CCOCC2)n1	-5	5	0	-3.5	7	6	-2	6	5
CCN1C(=O)[C@H]2[C@@H](c3ccc(C)cc3)N3C(=O)N(c4ccc(OC)cc4)C(=O)[C@@]3(Cc3ccccc3)[C@H]2C1=O	5	1	1	-0.6	4	3	-1	6	9
C=C(C(=O)c1ccccc1)C(C(=C)C(=O)c1ccccc1)c1ccc(OC)cc1	-3	-2	0	-3.2	-3	-3	-1	-7	-5
CCOC(=O)C1=C(O)C(=O)N(c2ccc(S(N)(=O)=O)cc2)C1c1ccc(Br)cc1 (stereo not drawn)	0	0	-3	2.0	-2	1	1	0	-6
O=C(NCc1nc2ccccc2[nH]1)C1=C[C@H](C2CC2)C[C@H](OCc2ccc(CO)cc2)O1	-1	0	4	0.4	5	5	-1	11	6
CCOCCCN(C)C1CCN(C(=O)c2oc3ccccc3c2NC(=O)c2ccc(F)cc2)CC1	7	-1	-3	-1.8	5	-6	-1	0	3
Cc1cccc(C(=O)Oc2ccccc2/C=N/NC(=O)c2ccc(NC(=O)C(C)(C)C)cc2)c1	-70	-28	-5	-2.5	-8	-46	0	2	-5
Cc1nc2c(=O)n(-c3ccc(F)cc3F)nc(C)c2s1	2	-1	-4	-1.6	1	-2	2	-2	2

These rows are one share of the data (hit frequency here may not be typical).
